HepG2 tox = kills HepG2 cells in TGF-b inhibitor counter-screen. HepG2 CAGA-GFP viability, ATP luminescence, 18 h. actives 0.76% (n = 410,000). Potency, µM (doses to about 46.1 µM), for the others: top-dose activity change, negative = cytotoxicity, actives largely listed as cytotoxic; note: potency is the fitted concentration of half-maximal effect; some results filed as inactive show a strong effect at the top dose
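HepG2 CAGA-GFP cells (1000/well, DMEM with 1% FBS) received compound, then TGF-beta at 500 pg/mL final, and were incubated 18 hours at 37 degrees C. Viability was read by CellTiter-Glo luminescence. Media-only wells were set as complete cell-killing and DMSO as no toxicity.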
ATXN viability = cell viability loss in ATXN counter-screen. S2 cells (HEK-293 line with an ATXN2-luciferase reporter) viability, CellTiter-Fluor protease fluorescence, 24 h. actives 0.49% (n = 400,000). Potency, µM (top dose mostly 56.7 µM), most hits filed as cytotoxic; note: potency is the fitted concentration of half-maximal effect; nearly all actives have a fitted effect of over 40% in size
Nrf2 inh = blocks Nrf2 signaling; Potency, µM (top dose mostly 46 µM), inactives show at the highest dose activity change, negative = inhibition, usual class: inhibitors; actives 2.1% (n = 360,000); A549 ARE-Fluc reporter, luciferase luminescence, 18-24 h; note: potency is the fitted concentration of half-maximal effect; % is set by controls: 0 for no effect and ±100 for the full control effect; nearly all actives have a fitted effect of over 60% in size
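Nrf2 activity is the BugLite luminescence, read 15 min after reagent at room temperature, following CellTiter-Fluor cytotoxicity readout (30 min, 37C). Compound titrations were applied for 18-24 h to 5000 A549 ARE_Fluc cells/well in 5% FBS OPTI-MEM.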
A549 tox = A549 cytotoxicity, counter-screen for Nrf2 inhibitors; A549 ARE-Fluc cells, CellTiter-Fluor viability, 18-24 h; Potency, µM (top dose mostly 46 µM), for the others: at the highest dose activity change, negative = cytotoxicity, usual class: inhibitors; actives 0.16% (n = 390,000); note: potency is the fitted concentration of half-maximal effect; % is set by controls: 0 for no effect and ±100 for the full control effect
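A549 ARE-Fluc cells in 5% FBS OPTI-MEM, 5000 cells/well, rested 2 h then exposed to compounds in concentration-response for 18-24 h at 37 °C. Viability by CellTiter-Fluor fluorescence (Ex 405/Em 525) after 30 min; luciferase luminescence (BugLite, 15 min, RT) read afterwards.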
pAkt inh = Akt phosphorylation inhibition; Neuro2A IGF-stimulated pAkt S473 HTRF, 20 min; hits give low values; activity change, % for hits at 50 µM; actives 0.32% (n = 360,000); AID 651550; in the data active = activity change below about -80%; inconclusive = mostly about -51% to -80%; note: % is set by controls: 0 for no effect and ±100 for the full control effect
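Single-point screen (50 µM final compound) in Neuro2A cells stimulated 20 min with 6 nM IGF at 37 deg C. After lysis, Ser473-phosphorylated Akt read by HTRF (ex 330 nm, em 615/665 nm) as the 665/615 ratio.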
CCT modulator = modulators of cytosolic chaperonin (CCT/TRiC) activity | actives 0.3% (n = 360,000) | activity change, % (no concentration beside the values), hits read low | purified chaperonin ATPase assay, HTRF ADP detection, 30 min; in the data active = activity change below about -30%; note: % is set by controls: 0 for no effect and ±100 for the full control effect
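TRiC (40 or 20 nM final, by batch activity) in 30 mM Tris pH 7.4, 100 mM KCl, 5 mM MgCl2, 1 mM DTT was treated with compound at 76 uM single dose, then 10 uM ATP, 30 min at 37 °C. ADP was read by HTRF Transcreener.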
TGFb inhibitor = blocks TGF-b signaling; HepG2 CAGA-GFP TGF-b/SMAD3 reporter, GFP fluorescence, 18 h; TGF-beta stimulated, 500 pg/mL final; Potency, µM (series often up to 46.1 µM), without a hit: top-dose activity, negative = inhibition, most hits filed as inhibitors; actives 1.2% (n = 410,000); AID 588855; note: potency is the fitted concentration of half-maximal effect; % is set by controls: 0 for no effect and ±100 for the full control effect; nearly all actives have a fitted effect of over 65% in size
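Inhibition was scored as loss of TGF-beta-induced (500 pg/mL final, 18 hours, 37 degrees C) GFP in HEPG2 cells carrying a CAGA-GFP reporter, in DMEM with 1% FBS. Well GFP was summed per cell; Activity was normalised to unstimulated and stimulated DMSO wells, then concentration-response fitting.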
Nrf2 ARE act = Nrf2 pathway activation | AREc32 ARE-luciferase reporter (MCF7-derived line), luminescence, 24 h | Potency, µM (highest dose often 46.1 µM), for inactives: at the highest dose activation, actives largely listed as activators | actives 0.31% (n = 410,000) | AID 624171; note: potency is the fitted concentration of half-maximal effect; % of control where 0% means no effect; nearly all actives have a fitted effect of over 65% in size
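Quantitative high-throughput format: AREc32 reporter cells, 1000 per well, received compound by pin transfer and were incubated 24 hr at 37 deg C, 5% CO2, before Steady-Glo luminescence detection.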
Mm-Cpn inhibitor = M. maripaludis TRiC chaperonin inhibition | purified Mm-Cpn ATPase, ADP Transcreener TR-FRET | Potency, µM (series often up to 76.9 µM), for inactives: at the highest dose activity, negative = inhibition, actives largely listed as inhibitors | actives 0.031% (n = 330,000); note: potency is the fitted concentration of half-maximal effect; % is set by controls: 0 for no effect and ±100 for the full control effect; nearly all actives have a fitted effect of over 80% in size
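ATP (10 uM final) was added to archaeal chaperonin (25 nM final) after 10 min exposure to test compound at 37°C; after 30 min further incubation, ADP was detected by competitive TR-FRET.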
Active calls of the source: *; i = inactive; ? = inconclusive; . = no result given; [ ] = another dose, or the depositor's remark. Unless noted, calls come from the whole dose curve; as a rule, active = well fitted curve in the direction sought with a large enough effect; inconclusive = small, poorly fitted or top-dose-only effect, or another doubt; inactive = no such curve, though single readings can be large; an effect the other way counts as inactive or inconclusive.

A first look:
SMILES	HepG2 tox	ATXN viability	Nrf2 inh	A549 tox	pAkt inh	CCT modulator	TGFb inhibitor	Nrf2 ARE act	Mm-Cpn inhibitor
Cc1ccc(C)c(N2CCN(C(=O)CCCN3C(=S)NC(C)(C)CC3C)CC2)c1 (stereo unspecified)	-34%	?	16µM*	-5%	i	-4.0	?	-0.9%	2%
Cc1nc(N)[nH]c(=O)c1CCCNS(=O)(=O)c1ccc([N+](=O)[O-])cc1	0%	i	0%	-18%	i	-0.4	-2%	-0.2%	.
O=C(CN1CCN(CC(=O)Nc2ccccc2Cc2ccccc2)CC1)Nc1ccccc1Cl	12%	i	-21%	-9%	i	-1.7	16%	0.3%	0%
Cc1ccc(S(=O)(=O)N/N=C\c2ccc3c(c2)OCO3)cc1	9%	i	13%	-4%	i	3.7	1%	0.4%	-1%
CCCOC(=O)/C(=C\C=C\c1ccccc1)NC(=O)c1ccccc1	-1%	i	12%	18%	i	-1.6	-10%	2.6%	-1%
Cn1c(COc2ccccc2)nnc1SCC(=O)Nc1ccc(N2CCOCC2)c(Cl)c1	-1%	i	.	2%	i	-1.6	-11%	0.3%	-5%
CC1CCCCN1c1nc(-c2ccncc2)nc2ccccc12 (stereo unspecified)	-69%	i	?	6%	i	-3.0	0%	0.5%	-1%

The listing, repeating the preview:
SMILES	HepG2 tox	ATXN viability	Nrf2 inh	A549 tox	pAkt inh	CCT modulator	TGFb inhibitor	Nrf2 ARE act	Mm-Cpn inhibitor
Cc1ccc(C)c(N2CCN(C(=O)CCCN3C(=S)NC(C)(C)CC3C)CC2)c1 (stereo unspecified)	-34%	?	16µM*	-5%	i	-4.0	?	-0.9%	2%
Cc1nc(N)[nH]c(=O)c1CCCNS(=O)(=O)c1ccc([N+](=O)[O-])cc1	0%	i	0%	-18%	i	-0.4	-2%	-0.2%	.
O=C(CN1CCN(CC(=O)Nc2ccccc2Cc2ccccc2)CC1)Nc1ccccc1Cl	12%	i	-21%	-9%	i	-1.7	16%	0.3%	0%
Cc1ccc(S(=O)(=O)N/N=C\c2ccc3c(c2)OCO3)cc1	9%	i	13%	-4%	i	3.7	1%	0.4%	-1%
CCCOC(=O)/C(=C\C=C\c1ccccc1)NC(=O)c1ccccc1	-1%	i	12%	18%	i	-1.6	-10%	2.6%	-1%
Cn1c(COc2ccccc2)nnc1SCC(=O)Nc1ccc(N2CCOCC2)c(Cl)c1	-1%	i	.	2%	i	-1.6	-11%	0.3%	-5%
CC1CCCCN1c1nc(-c2ccncc2)nc2ccccc12 (stereo unspecified)	-69%	i	?	6%	i	-3.0	0%	0.5%	-1%
COCCCN(Cc1ccco1)C(=O)Cn1ncc2c(=O)oc3ccc(C)cc3c21	-8%	i	-1%	0%	i	-1.7	2%	2.5%	0%
COc1cc2c(cc1OC)CN(Cc1cccs1)CC2	1%	i	16%	.	i	-1.7	0%	0.0%	2%
O=C(NCc1cccnc1)C(=O)NCC1OCCN1S(=O)(=O)c1ccccc1 (stereo unspecified)	-1%	i	11%	5%	i	-2.9	5%	0.3%	1%
O=c1[nH]cnc2c1ncn2C1CCC(CO)O1 (stereo unspecified)	11%	i	.	.	i	-1.7	4%	0.0%	.
COc1ccc(NC(=O)CNC(c2ccccc2)c2ccccc2)cc1Cl	-29%	i	?	1%	i	0.1	11µM*	5.3%	2%
Cc1cc2ccccc2n1CCNC(=O)c1ccccc1F	-27%	i	9%	13%	.	.	0%	3.2%	.
Cc1ccc2c(c1)N(CC(=O)NC(C)CCc1ccccc1)C(=O)c1cccnc1O2 (stereo unspecified)	-8%	?	1%	7%	i	1.5	6%	0.4%	1%
CCN(CC)S(=O)(=O)c1ccc(O)c(C(=O)OCC(=O)Nc2cc(C)c(C)cc2[N+](=O)[O-])c1	-2%	i	?	-3%	i	-1.5	-10%	2.3%	?
COC(=O)c1ccc(Cn2c(SCc3ccc(F)cc3)nc3ccncc32)cc1	-23%	.	6%	10%	.	.	?	4.5%	.
COc1ccc(N2C(=O)/C(=C/c3ccc([N+](=O)[O-])cc3)C=C2c2ccccc2)cc1	-13%	i	8%	0%	i	-0.8	3%	0.0%	0%
CCOCC(=O)Nc1c(C(=O)Nc2ccc(OC)cc2OC)oc2ccccc12	8%	i	?	-5%	i	1.4	12%	0.1%	0%
Cc1ccccc1OCC(=O)OCC(=O)N1CCCc2ccccc21	17%	i	-1%	0%	i	-1.1	9%	0.3%	1%
COc1ccc(C(CCN2CCOCC2)c2c(OC)cc(OC)c3ccc(=O)oc23)cc1 (stereo unspecified)	-19%	?	-4%	15µM*	i	-0.9	?	3.5%	1%
CC(=O)N(c1ccccc1Cl)S(=O)(=O)c1ccc(Cl)cc1	6%	i	-6%	0%	i	-5.0	0%	0.2%	0%
Cn1cc(S(=O)(=O)c2ccc(Cl)cc2)c(=O)c2cc(F)c(N3CCCCCC3)cc21	-20%	.	16µM*	-23%	.	.	?	0.5%	.
CC1(C(=O)NS(=O)(=O)c2ccc(Cl)cc2)CCN1C(=O)c1ccc(C2CCCCC2)cc1 (stereo unspecified)	0%	?	.	.	i	0.5	4%	-1.1%	.
CC1(C)CC(NC(=O)CC2CCCCC2)CC(C)(C)N1	1%	i	-3%	1%	.	-1.3	9%	-0.6%	0%
Nc1cc(S(=O)(=O)O)cc2ccc(S(=O)(=O)O)cc12	23%	?	2%	0%	i	-2.4	0%	-0.6%	.
O=C(CNC(=O)c1ccccc1)NCC(c1ccco1)N1CCCC1 (stereo unspecified)	16%	i	6%	0%	i	0.7	15%	6.5%	0%
O=C(NC(=S)NCCc1ccccn1)c1ccco1	-17%	i	-23%	7%	i	1.9	-9%	7.9%	0%
O=C(NCc1ccc2c(c1)OCO2)c1ccc(N2C(=O)C3CCCCC3C2=O)cc1 (stereo unspecified)	-3%	i	10%	9%	i	-2.7	5%	2.1%	-2%
Cc1cccc(-n2c(=O)c3c4c(sc3n3cnnc23)CCCC4)c1	-10%	?	-19%	-14%	.	.	8%	-2.1%	.
Cc1ccc(C)c(S(=O)(=O)NC2CCSC2=O)c1 (stereo unspecified)	-9%	i	?	-6%	i	-0.5	?	-0.4%	-8%
Cc1cc(N2CCN(C)CC2)nc2ccc(NC(=O)c3ccc(Br)o3)cc12	-24%	?	20%	-9%	i	-3.4	48%[activator]	3.9%	2%
Cc1ccc(C)c(S(=O)(=O)N2CCN(C(=O)Cn3c(C(F)(F)F)nc4ccccc43)CC2)c1	-16%	i	-21%	-6%	i	-0.1	-8%	-0.4%	1%
C[C@@H]1C(c2cccc(Cl)c2)=NN(c2ccccc2)[C@H]1C(=O)N1CCOC1=O	-48%	.	?	16%	i	0.0	20µM*	9.3%	1%
Cc1cc2nc(Cl)c(Cl)nc2cc1C	11%	i	6%	7%	i	-1.0	17%	-0.5%	-2%
O=C1c2ccccc2C(=O)N1CC(=O)N1c2ccccc2Sc2ccccc21	9%	i	0%	-2%	.	1.7	2%	-0.5%	-1%
CN1CCN(c2oc(/C=C/c3ccc(F)cc3)nc2C#N)CC1	-10%	.	-9%	-1%	.	.	.	5.0%	.
Cc1ccc(-n2c(SCC(=O)NCc3cccs3)nnc2-c2ccoc2C)cc1	18%	i	?	-4%	i	0.2	0%	-0.6%	-5%
CC(C)C[C@H](NC(=O)Nc1ccccc1F)C(=O)O	-5%	i	25%	-10%	i	0.4	-20%	-0.2%	4%
COc1ccc(N=Nc2ccc(N)nc2N)cc1	-11%	i	?	-8%	i	0.1	-3%	0.8%	-3%
CC1CC(C)CN(C(=O)c2cc(-c3ccccn3)nc3ccccc23)C1 (stereo unspecified)	-2%	i	-20%	-12%	i	-0.6	-11%	-0.6%	-2%
COc1ccc(N2CCN(C(=O)COC(=O)CNC(=O)c3ccccc3)CC2)cc1	-17%	i	8%	-2%	i	0.2	-2%	-0.6%	-4%
O=C(Nc1nnc(S(=O)(=O)N2CCOCC2)s1)c1ccc(Cl)cc1	2%	i	-25%	-6%	i	1.1	-1%	0.8%	0%
CSCCCNC(=S)N1CCN(S(=O)(=O)c2cccc(C(F)(F)F)c2)CC1	4%	i	3%	-9%	i	2.2	-10%	0.3%	2%
CCn1c(=O)n(CC)c2cc(N3CCCC3)c(NC(=O)c3ccccc3C)cc21	1%	i	-10%	-4%	i	-0.8	-12%	2.7%	-3%
Cc1cc(C(=O)COC(=O)c2ccc[nH]c2=O)c(C)n1CCc1ccc(F)cc1	2%	i	-1%	4%	i	1.7	?	-0.2%	1%
CCCCCC1CC(CC/C(C)=N/NC(N)=O)C(=O)O1 (stereo unspecified)	17%	i	1%	1%	i	-5.6	-1%	-0.9%	0%
CC1=C(C(=O)OC(C)C)C(c2cccs2)C(C(=O)OC(C)C)=C(C)N1	-41%	i	?	-5%	i	-1.6	18µM*	3.2%	1%
Cc1ccc(-c2nc(N)sc2CC(=O)OCC(=O)NCC2CCCO2)cc1 (stereo unspecified)	6%	i	10%	4%	i	0.2	-5%	0.4%	-10%
COC(=O)Cn1cnc2c(nnn2Cc2ccc(Cl)cc2)c1=O	-15%	i	16%	-5%	i	-6.4	14%	0.3%	2%
O=C1OCC2=C1C(c1ccc3c(c1)OCO3)c1cc3c(cc1O2)OCO3 (stereo unspecified)	0%	?	-7%	-6%	i	-1.6	-10%	-0.5%	.
O=C1CCCCC(=O)c2ccccc2N1	10%	i	15%	-7%	i	0.5	-2%	0.1%	2%

Screening results deposited in PubChem BioAssay by National Center for Advancing Translational Sciences (NCATS).
